# Screening data deposited in PubChem by several laboratories.
# phage Ecoli inh – E. coli growth loss with phage present; 360,000 compounds, 0.26% hits; inhibition, % at 11.9 µM; growth absorbance; in the data active means inhibition above about 11%
# Wnt act – activators of Wnt/beta-catenin signaling | activation, % at 9.35 µM | 300,000 compounds, 1.2% hits | Wnt/beta-catenin reporter cell assay, activator, plate reader; in the data active means activation above about 30%, passing the limit was not always enough;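 further: 0% = neutral control wells and 100% = positive control wells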
# PfHsp90 yeast 2 – inhibits growth of yeast expressing Plasmodium falciparum Hsp90; S. cerevisiae expressing PfHsp90, BacTiter-Glo ATP, 48 h; yeast lacking PDR1 and PDR3 efflux regulators; inhibition, % at 9.4 µM; 310,000 compounds, 0.32% hits; AID 504621;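 active means every replicate shows inhibition above about 80%, whatever the replicate mean, limit read from the data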;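 further: 0% = DMSO neutral controls and 100% = 20 µM radicicol positive controls; yeast relying on Plasmodium falciparum Hsp90 in place of its own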
# AddAB inh – less growth of phage-infected E. coli with AddAB; E. coli expressing H. pylori AddAB, absorbance growth; inhibition, % at 11.9 µM; 330,000 compounds, 0.29% hits; AID 435030; in the data active means inhibition above about 12%;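 further: 0% = vehicle wells of infected cells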
# Rtt109 Vps75 – inhibitors of Candida albicans Rtt109/Vps75 histone acetyltransferase; Q5AAJ8; purified Rtt109/Vps75, ThioGlo CoA-SH fluorescence, 4 h; 330,000 compounds, 0.16% hits; inhibition, % at 34.9 µM;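 active means inhibition of at least 50% in every replicate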
# Target sequence (Q5AAJ8 whole entry, looked up): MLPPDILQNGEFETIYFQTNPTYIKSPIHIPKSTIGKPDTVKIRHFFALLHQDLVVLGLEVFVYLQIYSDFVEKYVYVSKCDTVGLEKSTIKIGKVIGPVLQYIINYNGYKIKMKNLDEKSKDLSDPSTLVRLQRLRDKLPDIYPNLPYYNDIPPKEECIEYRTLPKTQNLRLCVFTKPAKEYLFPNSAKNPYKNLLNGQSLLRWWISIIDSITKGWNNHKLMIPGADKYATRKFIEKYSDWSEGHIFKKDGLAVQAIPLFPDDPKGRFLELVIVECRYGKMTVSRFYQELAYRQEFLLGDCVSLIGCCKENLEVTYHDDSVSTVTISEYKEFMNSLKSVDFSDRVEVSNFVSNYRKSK
# CAL PDZ inh – inhibitors of human CAL PDZ peptide binding; Q9HD26; purified CAL PDZ, TMR-peptide fluorescence polarization, 1 h; inhibition, % at 20 µM; 330,000 compounds, 0.02% hits;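 active means highest replicate inhibition of at least 40%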;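 further: plate controls were DMSO neutral control wells for no effect and unlabeled competitor peptide control wells for full effect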
#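 Material: tagged CAL PDZ domain; buffer or medium: 25 mM sodium phosphate pH 7.4, 150 mM NaCl, TCEP, IgG, Thesit; compound dosing: single point, 20 µM; schedule: 1 h incubation at room temperature before polarization reading; measured by: FP readout, S and P plane fluorescence; read-out basis: percent inhibition from loss of millipolarization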
# PvdQ acylase – P. aeruginosa PvdQ acylase inhibition; purified PvdQ acylase, fluorescence plate reader; 340,000 compounds, 0.063% hits; inhibition, % at 10 µM; AID 488965; in the data active means inhibition above about 30%, passing the limit was not always enough;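 further: 0% = vehicle neutral wells and 100% = reference inhibitor wells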
# DAGLB inh – diacylglycerol lipase beta (human) inhibition. Q8NCG7. inhibition, % at 5.17 µM. HEK293T DAGLB membrane lysate, EnzChek fluorogenic substrate. 340,000 compounds, 0.059% hits; in the data active means inhibition above about 34%;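 further: 0% = enzyme with vehicle and 100% = wells lacking enzyme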
# Target sequence (Q8NCG7 whole entry, looked up): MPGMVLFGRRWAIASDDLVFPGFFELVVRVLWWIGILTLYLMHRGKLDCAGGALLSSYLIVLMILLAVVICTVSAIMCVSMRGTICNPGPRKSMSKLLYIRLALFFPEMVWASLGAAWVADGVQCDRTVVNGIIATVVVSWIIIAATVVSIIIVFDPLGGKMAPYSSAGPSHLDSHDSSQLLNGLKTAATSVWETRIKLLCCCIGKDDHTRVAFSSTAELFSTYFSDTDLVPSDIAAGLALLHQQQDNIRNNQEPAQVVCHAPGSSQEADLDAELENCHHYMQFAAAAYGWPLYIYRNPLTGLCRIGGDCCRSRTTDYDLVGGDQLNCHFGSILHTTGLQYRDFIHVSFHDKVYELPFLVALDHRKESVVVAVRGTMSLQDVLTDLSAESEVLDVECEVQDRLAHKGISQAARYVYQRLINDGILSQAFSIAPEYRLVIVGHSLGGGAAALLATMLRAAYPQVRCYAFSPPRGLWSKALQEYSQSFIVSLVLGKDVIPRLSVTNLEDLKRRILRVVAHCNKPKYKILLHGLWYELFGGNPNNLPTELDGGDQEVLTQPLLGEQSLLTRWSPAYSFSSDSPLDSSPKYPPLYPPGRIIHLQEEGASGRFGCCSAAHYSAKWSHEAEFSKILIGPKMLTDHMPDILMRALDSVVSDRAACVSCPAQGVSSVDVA
# Tat export inh – E. coli Tat transport inhibition. E. coli MC4100 TorA-mCherry Tat export, fluorescence. inhibition, % at 10 µM. 340,000 compounds, 0.036% hits. AID 488895;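 active means mean replicate inhibition at least 50% and at least half of replicates individually reaching 50%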;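 further: exported cargo escapes ClpAP degradation while cytoplasmic cargo is degraded and loses fluorescence; 0% = median of neutral control wells and 100% = median of NaSCN control wells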
# Ecoli viability – bacterial growth inhibition, counter-screen for AddAB inhibitors; inhibition, % at 11.9 µM; E. coli V3065 growth, OD600 absorbance, 18 h; 330,000 compounds, 0.27% hits; AID 449728;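 active means inhibition above the campaign's mean inhibition across all tested compounds plus 3 SD, cut at about 9.9% in these data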;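 further: uninfected addAB+ strain grown without phage in ampicillin broth; 0% = DMSO wells and 100% = ciprofloxacin 0.95 µg/ml wells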
# * marks the source's active call; other numbers are inactive results; i = inactive; / = not tested or not shown. Random draw from the library; 1.9% or so of the library scored in one or more.
SMILES,phage Ecoli inh,Wnt act,PfHsp90 yeast 2,AddAB inh,Rtt109 Vps75,CAL PDZ inh,PvdQ acylase,DAGLB inh,Tat export inh,Ecoli viability
CC(C)Cc1nc2n[nH]c(N)c2c2c1CCC2,0.2,/,21,-0.2,5,-1.5,-11,2,-3,-0.7
O=C(COC(=O)c1cccc(O)c1)NCc1ccc2c(c1)OCO2,1.4,-1,3,-0.1,-2,0.0,-2,0,-1,1.3
Cc1ccc(S(=O)(=O)c2nc(S(C)(=O)=O)sc2N2CCC(C)CC2)cc1,-0.6,-1,-8,1.2,-8,-0.9,-8,-2,-9,-0.1
O=C(O)c1ccc(N/N=C/c2ccc3nccnc3c2)cc1,0.5,3,46,1.0,-6,-0.1,4,-1,2,1.8
CCOc1ccc(Oc2nc(C)cc(OC)n2)nn1,4.0,3,-7,1.0,-7,-0.1,-4,-2,-5,0.7
O=c1cc(-c2ccc(Cl)cc2)[nH][nH]1,1.4,/,-6,-0.3,10,-0.2,-13,11,-7,0.2
CN1CCN(c2ccc(C(=O)NC3CCCCC3)cc2[N+](=O)[O-])CC1,5.9,-1,-37,-0.8,5,-1.2,-5,-3,-5,1.9
O=C(NC1=NCCS1)c1ccc(F)c(S(=O)(=O)N2CCOCC2)c1,5.2,-2,44,1.3,16,-0.7,16,-2,2,1.1
COc1cccc(NC(=O)CN2C(=O)NC(CCc3ccccc3)C2=O)c1 (stereo unspecified),0.5,6,-18,-0.6,6,-0.4,-10,-1,4,-3.3
COCCCn1c(=O)c2sccc2n2c(CCCC(=O)NCc3ccccc3)nnc12,-1.2,-3,0,-1.1,-1,-2.5,-11,-1,3,-1.3
COc1cccc(C2C(C(=O)c3ccco3)=C(O)C(=O)N2CCCN2CCOCC2)c1OC (stereo unspecified),0.9,1,9,/,24,-1.3,4,-1,1,/
COc1ccc(C(=O)N/N=C/c2ccccn2)cc1OC,-2.1,2,3,-4.6,-7,3.0,-2,0,-2,-5.8
CC1CCCCC1NCC(=O)NCc1ccc(F)cc1 (stereo unspecified),-2.1,1,-23,4.1,-1,25,2,-2,-14,-1.4
COc1cccc2cc3c(=O)n(-c4ccccc4)nc-3oc12,1.6,-3,19,1.2,2,-0.7,-13,7,7,0.3
CCN(c1ccccc1)S(=O)(=O)c1ccc(Cl)c(NC(=O)CSc2nncn2C)c1,-2.5,0,23,3.1,4,-0.1,6,0,-3,-2.1
O=C(CN1C(=O)C2C3CC(C(Br)C3Br)C2C1=O)Nc1ccc(C(=O)O)cc1 (stereo unspecified),-0.1,1,-8,-0.7,-6,-1.8,-8,-1,-1,3.0
O=C(CCN1C(=O)/C(=C\c2cccs2)SC1=S)Nc1nccs1,2.5,-3,15,4.7,-4,0.4,10,5,-7,-0.7
O=C(COC(=O)c1cc2ccccc2cc1O)Nc1cccnc1Cl,0.3,6,-24,3.1,-10,1.7,6,-4,-5,-0.9
Fc1ccc2nc3[nH]c4ccccc4c3nc2c1,3.7,100*,/,2.3,1,-1.1,3,-3,6,1.1
COc1ccc(C(=O)OCC(=O)Nc2ccc([N+](=O)[O-])cc2OC)c(O)c1,0.8,-4,-31,1.6,1,-2.1,-4,-1,1,2.8
COc1ccc(NC(=O)CN2CCCN(S(=O)(=O)c3ccc(F)cc3)CC2)c(OC)c1,2.1,-1,17,2.2,-4,0.0,-7,0,5,-1.9
Cc1ccc(N(CC(O)CN2CCCCC2)S(=O)(=O)c2ccccc2)cc1 (stereo unspecified),-0.3,3,-17,1.3,-5,-2.2,-19,1,-11,0.6
CC(O)C(NS(=O)(=O)c1ccc(Cl)cc1)C(=O)OCc1cc([N+](=O)[O-])cc2c1OCOC2 (stereo unspecified),-2.1,1,-1,2.9,40,0.8,7,2,-5,-1.5
Cc1cccc(C)c1NC(=O)CNC(=O)C(C)N(C)CC(=O)Nc1ccc(F)cc1 (stereo unspecified),1.8,-1,/,/,-8,-2.1,-7,2,-12,/
O=C(Nc1ccc(S(=O)(=O)Nc2ncccn2)cc1)c1cc([N+](=O)[O-])ccc1Cl,1.0,-1,-8,1.2,-8,-0.1,-5,2,-3,-0.2
O=C(CSc1nnc(COc2ccc(Cl)cc2)o1)N1CCOCC1,1.9,0,0,1.6,-7,0.9,-11,0,10,-1.2
N#CCSc1nnc(CNc2cccc(Cl)c2)o1,2.4,/,34,1.6,8,-0.3,-11,-9,-8,-1.3
Cc1ccc(C(=O)C[n+]2cc(Br)cc(Br)c2)cc1[N+](=O)[O-],0.7,/,33,0.9,6,-1.6,-13,7,0,-1.7
COc1ccc(N2CCN(C(=O)c3ccc(CS(=O)c4cccc(C)c4)o3)CC2)cc1 (stereo unspecified),-0.5,-4,0,2.2,2,-4.1,-6,-5,3,0.0
Cc1cccc(N=C2NC(=O)/C(=C/c3cccnc3)S2)c1C,2.2,2,-23,7.1,-2,-5.5,-2,6,-9,5.0
O=C(N/N=C/c1ccc2cccc(OCc3ccccc3)c2n1)c1ccc(Br)cc1,1.5,2,0,-3.3,-8,-1.1,-8,-2,-1,-3.3
CCCCN(C(=O)C(C)N1C(=O)c2ccccc2C1=O)c1c(N)n(CC(C)C)c(=O)[nH]c1=O (stereo unspecified),3.7,-3,4,-0.8,-22,0.2,-7,6,-6,1.9
CC(C)NCC(O)COc1ccc(Br)cc1 (stereo unspecified),2.5,-4,-14,7.0,6,-2.4,-1,0,-9,-0.8
Cc1nn(-c2ccccc2)c2c1C1(C(=O)N(C)c3ccccc31)C(C#N)=C(N)O2 (stereo unspecified),1.5,4,/,2.0,-2,-1.9,-4,2,9,-0.9
Nc1nc(CN2CCOCC2)cs1,2.9,/,3,1.8,-2,-4.4,-7,1,1,-0.6
CCOc1ccc(C(=O)CCN2CCOCC2)cc1,-0.2,-1,0,-1.2,9,0.7,-2,-2,-16,-1.9

# Looked up by structure from the entries so far (four):
SMILES,phage Ecoli inh,Wnt act,PfHsp90 yeast 2,AddAB inh,Rtt109 Vps75,CAL PDZ inh,PvdQ acylase,DAGLB inh,Tat export inh,Ecoli viability
O=C(COC(=O)c1cccc(O)c1)NCc1ccc2c(c1)OCO2,1.4,-1,3,-0.1,-2,0.0,-2,0,-1,1.3
CC(C)Cc1nc2n[nH]c(N)c2c2c1CCC2,0.2,/,21,-0.2,5,-1.5,-11,2,-3,-0.7
O=C(NC1=NCCS1)c1ccc(F)c(S(=O)(=O)N2CCOCC2)c1,5.2,-2,44,1.3,16,-0.7,16,-2,2,1.1
O=C(N/N=C/c1ccc2cccc(OCc3ccccc3)c2n1)c1ccc(Br)cc1,1.5,2,0,-3.3,-8,-1.1,-8,-2,-1,-3.3

# New compounds follow
SMILES,phage Ecoli inh,Wnt act,PfHsp90 yeast 2,AddAB inh,Rtt109 Vps75,CAL PDZ inh,PvdQ acylase,DAGLB inh,Tat export inh,Ecoli viability
CC(C)NS(=O)(=O)c1ccc(CCC(=O)Nc2ccc3c(c2)OCO3)cc1,2.3,-1,-7,-0.2,2,0.4,14,2,-6,-3.4
Cc1cccc(NC(c2ccc(O)cc2)c2ccc3ccc(C)nc3c2O)n1 (stereo unspecified),6.4,/,14,3.3,-2,-0.5,8,4,-4,-1.1
COc1ccc2nc(NC(=O)CSc3nnnn3C3CCCCC3)sc2c1,2.5,-1,7,2.7,/,-4.0,-11,-2,16,3.4
O=C(O)c1cccnc1Oc1ccccc1,3.6,/,10,0.3,-7,-1.7,-5,-2,4,-0.6
COC(=O)C1=C(NC(=O)c2ccc(Br)cc2)CCS1,3.7,-3,5,5.2,-9,-0.9,1,-3,-3,2.1
O=[N+]([O-])c1ccc(/C=N/Nc2nc(N3CCCCC3)nc(N3CCCCC3)n2)cc1,4.6,-3,0,-1.0,0,-1.4,-6,-1,1,3.5
CCOC(=O)C(=NCC1CCCO1)NNc1cc(Cl)ccc1Cl (stereo unspecified),3.7,-1,7,-0.3,3,-2.2,-10,-6,12,-0.3
CCCN(Cc1ccccc1)C(=S)Nc1ccc(C(C)=O)cc1,2.9,0,/,1.9,3,0.1,-6,-2,-1,1.1
CC(C)(C)NCC(O)Cn1cc(C=O)c2ccccc21 (stereo unspecified),0.7,0,18,-0.8,4,0.0,8,-1,22,0.3
COc1cc(C2=Nc3c(c(C)nn3-c3ccccc3)P(=O)(N3CCOCC3)O2)cc(OC)c1OC (stereo unspecified),1.3,-1,-14,-0.1,5,0.0,10,1,1,1.7
Cn1nnc2cc(C(=O)Nc3cccnc3)ccc21,1.6,/,4,5.5,7,/,-17,0,13,0.8
O=C(NNC(=O)c1cccnc1)c1ccncc1,-0.1,-1,16,1.9,-8,-0.2,-6,1,7,0.4
CCOc1cccc(CN2CCCC(N3CCc4ccccc4C3)C2)c1O (stereo unspecified),2.6,-4,21,3.2,1,-0.9,-6,0,-1,-2.6
O=[N+]([O-])c1ccc(O)c(/C=N/NC(=S)Nc2ccc(Cl)cc2Cl)c1,1.8,-1,12,2.3,16,-0.5,-6,13,4,2.5
COC(=O)C1(Cc2cc(-c3ccc([N+](=O)[O-])cc3)no2)CCN(C(=O)OC(C)(C)C)CC1,0.0,-4,15,0.3,0,-0.6,-9,-4,3,0.2
CCOc1ccc(CN2CCN(CC3CC3)CC2CCO)cc1 (stereo unspecified),0.0,-1,14,1.0,-2,0.2,-7,-2,-5,-0.7
O=C(CSc1ccc(Cl)cc1)Nc1ccc(NC(=O)c2ccco2)cc1,1.2,/,-34,0.7,0,-3.8,-1,9,-3,-0.5
Cc1ccccc1NC(=O)CSC1=NCCN1,1.1,2,30,2.1,-1,0.4,-13,-3,-11,-1.7
OC(COc1cccc2ccccc12)CN1CCCC1 (stereo unspecified),3.7,-3,/,3.4,15,/,-19,1,8,-1.1
Cc1ccc(-c2[nH]c(-c3ccc(C(=O)O)cc3)nc2-c2ccccc2)cc1,0.2,/,-11,-0.3,-16,0.2,-8,5,3,-1.4
O=C(COC(=O)C1CCN(S(=O)(=O)c2ccc3c(c2)OCCO3)CC1)Nc1cccc2ccccc12,-1.8,2,-4,4.7,4,-0.2,-12,-3,-10,0.3
CN(C(=O)CSc1nc2[nH]ncc2c(=O)[nH]1)c1ccccc1,0.2,-6,/,-1.3,4,-2.4,6,-1,-4,1.8
Cc1ccc(CN(C)C(=O)C2CCCN2C(=O)c2cccs2)o1 (stereo unspecified),5.1,/,/,1.1,/,-1.9,-10,-2,3,-0.7
CCCCSc1nnc([C@H](CC(C)C)NC(=O)OC(C)(C)C)o1,0.8,-4,/,1.9,-17,-0.7,-11,-7,2,-2.2
CCOC(=O)C1=C(C)NC(=O)NC1c1c(C)nn(-c2ccccc2)c1Cl (stereo unspecified),4.2,/,-3,3.2,-10,-1.2,-13,-2,-5,0.3
COc1ccc(C2=NN(c3ccc(C(=O)O)cc3)C(c3ccc(OC)c(OC)c3)C2)cc1 (stereo unspecified),1.5,-3,-100,-1.5,i,-0.5,-6,5,-12,-1.4
Cc1cc2c(NC3CCCCC3)ncnc2s1,1.9,1,0,/,-1,0.4,-3,-2,3,/
Cc1ccc(C2=NN(C(=O)CSc3nccn3C)C(c3ccco3)C2)cc1 (stereo unspecified),-2.8,0,-4,-1.9,6,-3.0,-5,0,2,-3.1
O=C(Nc1ccc([N+](=O)[O-])cc1)C1CC12CCC2 (stereo unspecified),2.8,22,20,3.6,/,-2.6,-12,0,-2,0.4
COC(=O)c1cc(S(=O)(=O)NCCc2ccc(C)cc2)c[nH]1,1.8,0,-14,0.2,5,-0.6,0,-1,-2,0.3
